hIAP activ = increases human intestinal alkaline phosphatase activity; 330,000 compounds, 0.16% hits; P09923; activation factor at 10 µM; purified human IAP, CDP-Star luminescence, 30 min; hits give high values; 1 = vehicle-only enzyme, 0 = enzyme-free background;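 active = activation factor of the enzyme at least 2-fold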; also: the source names both 10 and 20 µM as test concentration; values of inactives mirror those of a sister screen read the other way
hIAP inh = blocks human intestinal alkaline phosphatase; AID 2544; purified IAP, CDP-Star luminescence, 30 min; inhibition, % at 10 µM; 330,000 compounds, 0.12% hits; P09923;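 active = inhibition reaching a set limit with compound at 10 µM in the primary screen, cut at about 35% in these data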;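 also: plate controls were DMSO wells with enzyme for no effect and no-enzyme buffer wells for full effect; values of inactives mirror those of a sister screen read the other way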
mIAP inh = blocks mouse intestinal alkaline phosphatase | purified mouse IAP, CDP-Star luminescence, 30 min | inhibition, % at 10 µM | 330,000 compounds, 0.2% hits;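 active = inhibition of at least 40% at 10 µM in the primary screen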;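 also: plate controls were DMSO with enzyme for no effect and no enzyme wells for full effect; values of inactives mirror those of a sister screen read the other way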
PfG6PD inh = PfG6PD (Plasmodium falciparum) enzyme inhibition; PfGluPho enzyme, NADPH resazurin-diaphorase fluorescence; inhibition, % at 20 µM; 350,000 compounds, 0.78% hits; AID 504690;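 active = inhibition reaching at least a set limit at 20 µM in the primary screen, cut at about 59% in these data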;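 also: 0% = DMSO wells with substrate and 100% = DMSO wells lacking glucose-6-phosphate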
mIAP activ = increases mouse intestinal alkaline phosphatase activity; muIAP, CDP-Star luminescence, 30 min; hits give high values; 1 = vehicle-only enzyme signal, 0 = enzyme-free wells; activation factor at 10 µM; 330,000 compounds, 0.24% hits; AID 2805;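 active = activation factor of at least 2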; also: the source names both 10 and 20 µM as test concentration; values of inactives mirror those of a sister screen read the other way
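System: Mouse IAP enzyme | Also added: CDP-Star substrate | Dosing: Compounds dispensed in DMSO | Schedule: 30 min enzyme-substrate-compound incubation at room temperature | Technique: Chemiluminescence readout | Control set: DMSO-only wells and no-enzyme negative control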
APOBEC3A inh = human APOBEC3A DNA deaminase inhibition | 330,000 compounds, 0.41% hits | P31941 | inhibition, % at 20 µM | recombinant A3A, FAM/TAMRA ssDNA deamination fluorescence | AID 493011;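 active = at least 40% inhibition at 20 µM here, with at most 30% in a related deaminase screen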;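 also: plate controls were A3A with DMSO for no effect and wells lacking A3A enzyme for full effect; some results filed as inactive read as strong as hits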
ATG4B inh = blocks human ATG4B protease cleavage of LC3 substrate. Q9Y4P1. ATG4B cleavage of LC3-PLA2, NBD-HPC fluorescence, 1 h. inhibition, % at 8.33 µM. 340,000 compounds, 0.51% hits. AID 504462; in the data active = inhibition above about 40%
HKDC1 inh = HKDC1 (human) hexokinase inhibition. Q2TB90. recombinant HKDC1, G6PDH/diaphorase resazurin coupled fluorescence. inhibition, % at 20 µM. 340,000 compounds, 0.16% hits;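 active = inhibition above about 35% when tested at 20 µM, limit read from the data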;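 also: plate controls were DMSO wells with enzyme for no effect and DMSO wells lacking enzyme for full effect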
Target sequence (Q2TB90 whole entry, looked up): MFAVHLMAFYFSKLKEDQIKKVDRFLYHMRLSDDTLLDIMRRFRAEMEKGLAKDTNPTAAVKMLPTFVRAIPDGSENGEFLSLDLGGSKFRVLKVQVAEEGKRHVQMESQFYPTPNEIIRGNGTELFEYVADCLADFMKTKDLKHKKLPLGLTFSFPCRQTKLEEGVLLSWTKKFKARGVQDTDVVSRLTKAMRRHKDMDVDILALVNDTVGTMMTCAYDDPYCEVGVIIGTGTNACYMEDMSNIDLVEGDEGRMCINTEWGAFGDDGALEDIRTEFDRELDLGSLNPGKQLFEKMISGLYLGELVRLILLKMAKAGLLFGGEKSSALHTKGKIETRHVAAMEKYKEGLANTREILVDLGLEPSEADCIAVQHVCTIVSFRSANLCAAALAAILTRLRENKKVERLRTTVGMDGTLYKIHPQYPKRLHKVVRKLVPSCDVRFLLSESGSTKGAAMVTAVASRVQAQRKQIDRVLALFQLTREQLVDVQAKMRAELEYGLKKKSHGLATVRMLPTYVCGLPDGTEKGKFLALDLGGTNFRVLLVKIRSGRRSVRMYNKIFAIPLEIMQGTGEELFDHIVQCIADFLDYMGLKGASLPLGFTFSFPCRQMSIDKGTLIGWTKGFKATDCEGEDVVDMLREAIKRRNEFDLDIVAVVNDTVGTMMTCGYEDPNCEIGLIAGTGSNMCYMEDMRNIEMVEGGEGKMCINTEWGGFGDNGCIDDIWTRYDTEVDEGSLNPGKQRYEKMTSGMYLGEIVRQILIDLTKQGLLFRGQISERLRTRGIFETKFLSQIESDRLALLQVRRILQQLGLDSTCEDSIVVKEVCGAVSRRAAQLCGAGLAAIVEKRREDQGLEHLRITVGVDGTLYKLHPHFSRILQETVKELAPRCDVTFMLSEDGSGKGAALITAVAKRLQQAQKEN
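Test system: Recombinant HKDC1 (HK5) hexokinase enzyme, produced in-house | Input: HKDC1 at 5 µg/mL | Buffer or medium: Tris pH 8.0 buffer with MgCl2, Tween-20, BSA, BME | Schedule: 90 min reaction incubation at room temperature, dark | Technique: Resazurin-to-resorufin fluorescence via G6PDH and diaphorase coupling, 525/613 nm | Controls: DMSO wells with and without enzyme mix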
The depositor's hits bear a star. Rows were taken by chance; any-hit rate near 2.4%.

SMILES	hIAP activ	hIAP inh	mIAP inh	PfG6PD inh	mIAP activ	APOBEC3A inh	ATG4B inh	HKDC1 inh
CCOC(=O)CNC(=O)c1cn(C)c(=O)c2cc(OC)c(OC)cc12	1	-5	-10	-5	1.1	-2	-6	-1
CC(=O)c1cccc(NS(C)(=O)=O)c1	1.1	-6	-6	8	1.1	11	5	-11
Cc1ccc(S(=O)(=O)NCCC(=O)NC2CC2)cc1	0.92	8	5	-5	0.95	-4	4	-2
COc1cc(C(=O)NNC(=O)c2cc(S(=O)(=O)N(C)C)ccc2N2CCCC2)cc(OC)c1OC	0.95	5	1	-22	0.99	-1	3	-3
Cc1ccccc1N1CCN(S(=O)(=O)Cc2ccccc2)CC1	0.94	6	-1	-3	1	0	16	1
CC1CCCC(C)N1CCCNC(=O)c1cc2c(s1)-c1ccccc1OC2 (stereo not given)	1	-2	-3	-6	1	-3	-8	-3
Cc1nc(NC(=O)c2ccccc2)sc1C1(C)CC(c2c(Cl)cccc2Cl)=NO1 (stereo not given)	0.88	12	-3	7	1	5	37	4
Nn1c(SCC(=O)Nc2ccc(F)cc2)nnc1-c1cccnc1	0.9	10	-4	25	1	0	-12	-23
CCN1CCC2(CCN(Cc3cn[nH]c3-c3ccc(OC)c(F)c3)C2)C1 (stereo not given)	0.95	5	-2	11	1	2	12	-1
O=C1Nc2ccccc2C(=O)N2[C@H](c3ccc(F)cc3)[C@@H]3C(=O)N(Cc4ccccc4)C(=O)[C@@H]3[C@H]12	1.2	-18	0	-7	0.99	-6	-8	-4
CCNC(=O)COc1ccc(F)cc1C(=O)c1cnn(-c2ccccc2)c1	0.84	16	4	2	0.96	-4	-2	-4
CC(C)c1cc(C(=O)N2CCCC(Nc3ccc(F)cc3)C2)n[nH]1 (stereo not given)	1.4	-40	6	-3	0.94	-2	3	3
Cc1cc(C(=O)Nc2ccc(N3CCOCC3)c3nonc23)ccc1[N+](=O)[O-]	0.8	20	9	8	0.91	-7	0	-4
CNC(=O)C(=O)Nc1nc(C23CC4CC(CC(C4)C2)C3)cs1	1.5	-46	-1	0	1	-2	-1	-1
CCc1ccc(-c2csc(NC(=O)c3cccnc3)n2)cc1	1.1	-5	3	7	0.97	2	4	-4
CN(C)c1cc(O)c(C(=S)Nc2ccccc2)c(N(C)C)c1	1.2	-16	-2	38	1	-8	11	10
c1ccc(-c2nnc(-c3ccncc3)o2)cc1	1.1	-7	-8	-20	1.1	-6	0	-7
COCCN(C(=S)Nc1cccc(OC)c1)C(C)c1cccs1 (stereo not given)	1.2	-15	-6	19	1.1	0	4	-12
Cc1cc(-c2ccccc2)nc(N(C)NC(=O)c2cccc(C(F)(F)F)c2)c1S(C)(=O)=O	1	-1	-1	10	1	4	-9	0
CN(C)C(=O)CCC(=O)N1CCCCC1C(=O)Nc1ccc(Oc2ccccc2F)cc1 (stereo not given)	1.2	-17	1	-8	0.99	-1	1	-7
O=C(NN1C(=O)/C(=C/C=C/c2ccco2)SC1=S)c1ccccc1O	1.5	-54	87*	-10	0.13	96	70*	19
Cc1cc(C(=O)Nc2cccc3ccccc23)co1	0.91	9	-8	2	1.1	1	-2	11
COc1ccc(Br)cc1S(=O)(=O)NCCc1cccs1	0.97	3	7	-11	0.93	-2	-22	3
S=C(NCCCc1ccccc1)Nc1ccc(Cl)cc1	0.95	5	-165	16	2.7*	3	0	8
COc1ccccc1C(=O)COC(=O)CCCN=C1NS(=O)(=O)c2ccccc21	0.92	8	11	1	0.89	-4	-13	-2

15 entries from above, comma-delimited:
SMILES,hIAP activ,hIAP inh,mIAP inh,PfG6PD inh,mIAP activ,APOBEC3A inh,ATG4B inh,HKDC1 inh
CCNC(=O)COc1ccc(F)cc1C(=O)c1cnn(-c2ccccc2)c1,0.84,16,4,2,0.96,-4,-2,-4
CC(C)c1cc(C(=O)N2CCCC(Nc3ccc(F)cc3)C2)n[nH]1 (stereo not given),1.4,-40,6,-3,0.94,-2,3,3
Cc1cc(C(=O)Nc2ccc(N3CCOCC3)c3nonc23)ccc1[N+](=O)[O-],0.8,20,9,8,0.91,-7,0,-4
CNC(=O)C(=O)Nc1nc(C23CC4CC(CC(C4)C2)C3)cs1,1.5,-46,-1,0,1,-2,-1,-1
CCc1ccc(-c2csc(NC(=O)c3cccnc3)n2)cc1,1.1,-5,3,7,0.97,2,4,-4
CN(C)c1cc(O)c(C(=S)Nc2ccccc2)c(N(C)C)c1,1.2,-16,-2,38,1,-8,11,10
c1ccc(-c2nnc(-c3ccncc3)o2)cc1,1.1,-7,-8,-20,1.1,-6,0,-7
COCCN(C(=S)Nc1cccc(OC)c1)C(C)c1cccs1 (stereo not given),1.2,-15,-6,19,1.1,0,4,-12
Cc1cc(-c2ccccc2)nc(N(C)NC(=O)c2cccc(C(F)(F)F)c2)c1S(C)(=O)=O,1,-1,-1,10,1,4,-9,0
CN(C)C(=O)CCC(=O)N1CCCCC1C(=O)Nc1ccc(Oc2ccccc2F)cc1 (stereo not given),1.2,-17,1,-8,0.99,-1,1,-7
O=C(NN1C(=O)/C(=C/C=C/c2ccco2)SC1=S)c1ccccc1O,1.5,-54,87*,-10,0.13,96,70*,19
Cc1cc(C(=O)Nc2cccc3ccccc23)co1,0.91,9,-8,2,1.1,1,-2,11
COc1ccc(Br)cc1S(=O)(=O)NCCc1cccs1,0.97,3,7,-11,0.93,-2,-22,3
S=C(NCCCc1ccccc1)Nc1ccc(Cl)cc1,0.95,5,-165,16,2.7*,3,0,8
COc1ccccc1C(=O)COC(=O)CCCN=C1NS(=O)(=O)c2ccccc21,0.92,8,11,1,0.89,-4,-13,-2

(list continues)
SMILES	hIAP activ	hIAP inh	mIAP inh	PfG6PD inh	mIAP activ	APOBEC3A inh	ATG4B inh	HKDC1 inh
CCN1CCN(C(=S)Nc2sc(C)c(-c3ccccc3)c2C(=O)OC)CC1	1.2	-16	15	10	0.85	-4	-4	6
Cc1cccc(CCNc2nc3ccccc3n3nnnc23)c1	1.2	-21	2	-7	0.98	-4	0	-8
O=C(Nc1ccc(Cl)cn1)Nc1ccc(Cl)cn1	1.2	-18	-9	-7	1.1	-1	-7	-15
O=C(COc1ccccc1-c1ccccc1)NCc1ccco1	0.93	7	2	-3	0.98	-2	30	-2
COc1ccc(CNC(=O)[C@@H]2CC=C[C@@H]3CCN(Cc4ccc(Cl)c(Cl)c4)C(=O)[C@@H]32)cc1	1.1	-9	-17	2	1.2	2	-10	-1
O=S(=O)(c1ccccc1)N(CC(O)CN1CCOCC1)c1ccccc1 (stereo not given)	0.97	3	-3	2	1	-2	-4	-7
CCCC1CC(C(=O)NC(C(C)Cl)C2OC(SC)C(O)C(O)C2O)N(C)C1 (stereo not given)	1	0	-1	-9	1	-1	-12	0
CCOc1ccc2nc(N(Cc3ccccc3)C(=O)CCNC(C)=O)sc2c1	1	0	4	0	0.95	1	0	-2
C/C(=C/CCC(C)(O)C1CC[C@@]2(C)[C@@H]3CC=C4[C@@H](CC[C@H](O[C@H]5O[C@@H](CO)[C@H](O)[C@@H](O)[C@@H]5O)C4(C)C)[C@]3(C)C(=O)C[C@]12C)CO[C@@H]1O[C@H](CO)[C@@H](O)[C@H](O)[C@H]1O (stereo not given in full)	1	-4	1	-6	0.99	-2	-15	1
COc1ccc(S(=O)(=O)N(C)CC(=O)Nc2cccc(C(C)=O)c2)cc1C	1.1	-8	-3	-13	1	-3	1	-10
O=C1CN(C(=O)CSc2nc3c(cnn3-c3ccccc3)c(=O)[nH]2)c2ccccc2N1	0.99	1	9	-27	0.91	8	-4	10
COc1ccc(OC)c(N=C(N)N=C(N)N)c1	0.99	1	-8	-16	1.1	-2	2	0
Cc1nnc2n(-c3ccccc3)c(=O)c3c4c(sc3n12)COC(C)(C)C4	1.1	-14	-2	3	1	3	-3	-1
CCOC(=O)C(C)Sc1nc(-c2ccccc2)nc2ccccc12 (stereo not given)	0.99	1	7	10	0.93	-3	3	11
O=C(CCCCCn1c(SCC(=O)c2ccccc2)nc2ccccc2c1=O)NCc1ccco1	0.95	5	-2	-15	1	-3	-2	-2
CCn1c2ccc(OC)cc2c2nc3ccccc3nc21	0.89	11	7	34	0.93	-1	-11	10
N#CC(C(=O)Nc1ccccc1)=C1CCCCC1	1	-2	6	-5	0.94	0	-2	-5
CC(=O)Nc1ccc(NC(=O)c2oc3cc(C)c(C)cc3c2C)cc1	0.92	8	-2	-18	1	-2	-6	-1
CCc1ccc(N(C(=O)c2csnn2)C(C(=O)NC(C)(C)CC)c2ccccn2)cc1 (stereo not given)	1	-1	-12	-5	1.1	2	-13	7
CCOC(=O)c1c(-c2cccc(C)c2)csc1NC(=O)c1c(-c2ccccc2)noc1C	0.86	14	1	6	0.99	3	-7	2
N/C(=N\OC(=O)c1ccc(=O)n(Cc2ccc(Cl)cc2)c1)c1ccccn1	0.96	4	7	4	0.93	1	-16	-7

2 entries drawn at random from those above:
SMILES	hIAP activ	hIAP inh	mIAP inh	PfG6PD inh	mIAP activ	APOBEC3A inh	ATG4B inh	HKDC1 inh
O=C(CCCCCn1c(SCC(=O)c2ccccc2)nc2ccccc2c1=O)NCc1ccco1	0.95	5	-2	-15	1	-3	-2	-2
O=C1Nc2ccccc2C(=O)N2[C@H](c3ccc(F)cc3)[C@@H]3C(=O)N(Cc4ccccc4)C(=O)[C@@H]3[C@H]12	1.2	-18	0	-7	0.99	-6	-8	-4
